High-throughput results as filed in PubChem BioAssay.
Pol kappa inh = DNA polymerase kappa (human) inhibition | Potency, µM (titrated, usually from 107 µM), inactives show top-dose activity, negative = inhibition, hits mostly inhibitors | 400,000 compounds, 0.53% hits | AID 588579 | Q9UBT6 | purified Pol kappa, fluorescent DNA synthesis assay, 10 min; note: potency is the fitted concentration of half-maximal effect; % is set by controls: 0 for no effect and ±100 for the full control effect
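First, compounds were pin-transferred onto 10 nM Pol kappa. After 15 min at room temperature, substrate was added to 50 nM final. Fluorescence was then measured kinetically at 0 and 10 min.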
BLM inh = blocks DNA unwinding by human BLM helicase; P54132; recombinant BLM DNA unwinding, fluorescence dequenching; Potency, µM (series often up to 56.1 µM), for the others: top-dose activity change, negative = inhibition, usual class: inhibitors; 350,000 compounds, 0.2% hits; AID 2528;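 note: potency is the fitted concentration of half-maximal effect; plate controls were vehicle for no effect and no enzyme for full effect; nearly all actives have a fitted effect of over 35% in size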
GRP78 ERSR act = induces the endoplasmic reticulum stress response in human glioma cells; Potency, µM, for the others: top-dose activation, usual class: activators; 420,000 compounds, 0.02% hits; U87-MG GRP78 promoter luciferase reporter, 16 h; AID 602332; note: potency is the fitted concentration of half-maximal effect; series mostly up to about 76 µM; % of control where 0% means no effect; nearly all actives have a fitted effect of over 35% in size
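Stably transfected U87-MG glioma cells carrying a GRP78-based luciferase sensor; 16 h compound incubation. Luminescence end-point read 10 min after Bright-Glo addition at room temperature.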
POLB inh = blocks human DNA polymerase beta activity; P06746; AID 485314; Potency, µM (series often up to 114 µM), without a hit: at the top dose activity change, negative = inhibition, hits mostly inhibitors; 340,000 compounds, 1.3% hits; Pol beta primer extension/strand displacement, fluorescence kinetic; note: potency is the fitted concentration of half-maximal effect; % is set by controls: 0 for no effect and ±100 for the full control effect
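Curves were derived by four-parameter Hill fits of normalized qHTS data. The kinetic fluorescent primer-extension read was taken at 0 and 10 min after 50 nM substrate, following a 15 min room-temperature preincubation of 10 nM enzyme with compounds.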
Pol iota inh = DNA polymerase iota (human) inhibition; Q9UNA4; Pol iota fluorescent replication assay, 10 min; Potency, µM (doses to about 115 µM), inactives show at the top dose activity, negative = inhibition, actives largely listed as inhibitors; 390,000 compounds, 1% hits; AID 588590; note: potency is the fitted concentration of half-maximal effect
Target sequence (Q9UNA4 whole entry, looked up): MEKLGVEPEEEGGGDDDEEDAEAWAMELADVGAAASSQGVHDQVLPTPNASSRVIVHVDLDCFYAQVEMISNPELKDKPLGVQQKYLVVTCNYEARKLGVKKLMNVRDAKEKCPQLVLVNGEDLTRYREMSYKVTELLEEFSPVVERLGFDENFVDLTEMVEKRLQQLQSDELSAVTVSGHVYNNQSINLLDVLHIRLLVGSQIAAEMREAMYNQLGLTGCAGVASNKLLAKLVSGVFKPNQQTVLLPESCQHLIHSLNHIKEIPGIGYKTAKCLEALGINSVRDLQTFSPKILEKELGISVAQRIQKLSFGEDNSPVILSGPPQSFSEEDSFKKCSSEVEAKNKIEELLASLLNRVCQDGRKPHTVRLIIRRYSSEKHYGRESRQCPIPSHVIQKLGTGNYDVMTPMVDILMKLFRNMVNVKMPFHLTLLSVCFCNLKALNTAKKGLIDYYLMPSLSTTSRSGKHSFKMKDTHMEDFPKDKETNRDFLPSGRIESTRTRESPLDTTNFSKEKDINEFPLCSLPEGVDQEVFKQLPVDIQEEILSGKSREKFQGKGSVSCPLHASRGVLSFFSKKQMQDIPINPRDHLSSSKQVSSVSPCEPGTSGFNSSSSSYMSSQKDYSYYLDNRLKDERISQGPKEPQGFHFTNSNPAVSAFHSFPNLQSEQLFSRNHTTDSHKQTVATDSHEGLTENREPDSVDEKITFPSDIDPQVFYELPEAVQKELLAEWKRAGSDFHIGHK
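Pol iota at 10 nM preincubated 15 min with compounds at room temperature; reaction started with fluorescent substrate, 50 nM final. Fluorescence read kinetically at 0 and 10 min; buffer-only wells as negative control.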
Pol eta inh = blocks human DNA polymerase eta activity; 390,000 compounds, 1.2% hits; Potency, µM (highest dose often 114 µM), for inactives: top-dose activity change, negative = inhibition, most hits filed as inhibitors; Q9Y253; recombinant Pol eta, fluorescent DNA replication assay; note: potency is the fitted concentration of half-maximal effect; % is set by controls: 0 for no effect and ±100 for the full control effect
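Pol eta (10 nM) was preincubated with compounds for 15 min at room temperature, after which fluorescent replication substrate (50 nM final) was added to start the reaction. Fluorescence was read kinetically at 0 and 10 min.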
APE1 inh = inhibitors of human APE1 endonuclease | 350,000 compounds, 0.35% hits | Potency, µM (top dose mostly 65.8 µM), for the others: at the highest dose activity change, negative = inhibition, actives largely listed as inhibitors | recombinant APE1, TAMRA/BHQ-2 abasic DNA cleavage fluorescence | P27695;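 note: potency is the fitted concentration of half-maximal effect; plate controls were vehicle for no effect and reference inhibitor for full effect; nearly all actives have a fitted effect of over 55% in size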
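Substrate: short duplex with […] THF abasic site, 5'-TAMRA and 3'-BHQ-2, 50 nM final. APE1 at 0.75 nM, preincubated 15 min RT with compound. Fluorescence increase from first to third read measured activity.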
Anesthetic bind = binds horse apoferritin like a general anesthetic; P02791; apoferritin/1-aminoanthracene competitive binding, fluorescence; Potency, µM (highest dose often 77.5 µM), without a hit: top-dose activity change, negative = displacement, most hits filed as inhibitors; 350,000 compounds, 0.074% hits; AID 485281; note: potency is the fitted concentration of half-maximal effect; % is set by controls: 0 for no effect and ±100 for the full control effect; nearly all actives have a fitted effect of over 20% in size
Target sequence (P02791 2-175 limits assumed): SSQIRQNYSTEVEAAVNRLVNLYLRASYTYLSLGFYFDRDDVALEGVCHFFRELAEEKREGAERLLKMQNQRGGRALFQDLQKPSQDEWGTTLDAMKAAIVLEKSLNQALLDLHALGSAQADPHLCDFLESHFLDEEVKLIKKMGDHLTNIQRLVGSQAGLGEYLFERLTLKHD
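Probe: 1-aminoanthracene (50% saturated, PBS). Protein: horse-spleen apoferritin, 10 uM. Incubation: 10 min, room temperature. Detection: 380 nm excitation, 535 nm emission. Analysis: normalized response, four-parameter Hill.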
LDHA inh = blocks human lactate dehydrogenase A; 480,000 compounds, 0.15% hits; P00338; purified LDHA, NADH/diaphorase-resazurin fluorescence; active compounds read low; AID 1347041; activity change, % (values are at about 110 or 230 µM); in the data active = activity change below about -30%; inconclusive = mostly about -25% to -30%;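 note: plate controls were DMSO wells for no effect and wells without enzyme for full effect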
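Human LDH5 (2 nM) was incubated with 0.06 mM NADH and 0.2 mM pyruvate for 5 min at room temperature in Tris pH 7.4. Remaining NADH was coupled through diaphorase/resazurin, and resorufin fluorescence was read at 0 and 20 min.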
An asterisk follows results filed as active; ? = inconclusive; . = not tested or not shown; [ ] = remark or other dose. Unless noted, calls come from the whole dose curve; as a rule, active = well fitted curve in the direction sought with a large enough effect; inconclusive = small, poorly fitted or top-dose-only effect, or another doubt; inactive = no such curve, though single readings can be large; an effect the other way counts as inactive or inconclusive. Not all compounds are listed, so the mix of outcomes need not match the whole.

Results follow in this order: Pol kappa inh | BLM inh | GRP78 ERSR act | POLB inh | Pol iota inh | Pol eta inh | APE1 inh | Anesthetic bind | LDHA inh
- CCc1cccc(C)c1NC(=O)CSc1nnc(-c2cc3cc(Br)ccc3o2)n1CC
 : -18% | -5% | -1% | 1% | 1% | -5% | 0% | -9% | -9
- C=Cc1ccc(COc2ccc3oc(-c4ccccc4)c(C(=O)OCC)c3c2)cc1
 : 9% | -8% | -3% | 0% | 22% | -9% | . | 1% | -4
- C/C(CC(=O)Nc1ccc2c(c1)OCO2)=N\NC(=O)c1ccccc1N
 : -3% | -6% | 7% | 11% | 43%[activator] | -17% | -3% | 11% | 1
- Cc1ccccc1CC1SC(N=C(N)N)=NC1=O (stereo unspecified)
 : -4% | -12% | -1% | 4% | 127%[activator] | -12% | 20% | -19% | -4
- CCN1CCN(C(=O)CS(=O)Cc2nc(-c3cccc(C)c3)oc2C)CC1 (stereo unspecified)
 : 0% | 2% | -7% | 0% | 31% | -9% | -15% | -9% | -4
- COc1cccc(CC(NC(C)=O)C(=O)NC2CCN(C(=O)C3CCCCC3)CC2)c1OC (stereo unspecified)
 : 6% | -1% | -4% | -5% | 125%[activator] | -11% | 34%[activator] | 5% | -10
- COc1cc(/C=C/C(=O)N2CCN(C)CC2)cc(S(=O)(=O)N2CCc3ccccc32)c1OC
 : -5% | -11% | -2% | -3% | 22% | ? | 5% | -4% | 0
- COc1ccc(CCNC(=O)CS(=O)(=O)Cc2nc(-c3ccc(C)cc3)oc2C)cc1OC
 : 6% | -5% | 1% | 0% | 3% | -5% | -14% | -2% | ?
- O=S(=O)(Nc1nc2cc3c(cc2nc1Cl)OCCO3)c1ccccc1
 : -8% | -8% | -1% | -7% | 75%[activator] | ? | 1% | 5% | 5
- CCOC(=O)C1CCN(CC(=O)N2CCc3ccccc32)CC1
 : -9% | -1% | 1% | 2% | 38%[activator] | -17% | 14% | -7% | -9
- COc1ccc(NC(=O)c2c(C)noc2C(C)C)cc1S(=O)(=O)N1CCCCC1
 : -16% | . | -4% | . | -4% | -12% | -3% | . | -3
- Cc1sc2nc[nH]c(=O)c2c1-c1ccc(F)cc1
 : -9% | -4% | -1% | 8% | 3% | -1% | 2% | ? | -7
- C=CCn1c(=NC(=O)c2ccccc2[N+](=O)[O-])sc2cc(S(C)(=O)=O)ccc21
 : -9% | 0% | -1% | 1% | 8% | -3% | -4% | -8% | -11
- CCCCn1c(=O)[nH]c(=O)c2c(C(=O)OCC)cc(-c3ccc(OC(F)F)cc3)nc21
 : -1% | 0% | -1% | -2% | 4% | -5% | 25% | -6% | -5
- CC(=O)c1cnc(-c2ccccn2)s1
 : -9% | -2% | 7% | -8% | 71%[activator] | 2% | -4% | -4% | -9

Results follow in this order: Pol kappa inh | BLM inh | GRP78 ERSR act | POLB inh | Pol iota inh | Pol eta inh | APE1 inh | Anesthetic bind | LDHA inh
- COc1cccc(NC(=O)CSc2nnc(Cc3ccc(C)cc3)c(=O)n2N)c1
 : -13% | . | 3% | . | -10% | -19% | -3% | . | -4
- Cc1ccccc1OCC(=O)OCc1cc(=O)n2nc(C3CCCCC3)sc2n1
 : -22% | -5% | -1% | -22% | 7% | -17% | . | -4% | -2
- CCSc1ccccc1C(=O)N1CCN(c2nc3ccccc3s2)CC1
 : -13%[60.1 µM] | -5% | 0% | -11% | 5% | -1% | . | 7% | 1
- O=C(Nc1ccc(F)cc1)N1CCC(c2nc3c(nnn3Cc3ccccc3Cl)c(=O)[nH]2)CC1
 : 0% | -1% | -2% | -1% | 81%[activator] | -25% | 3% | -16% | -2
- C=CCN1C(=O)c2cccc3c(N4CCCCC4)ccc(c23)C1=O
 : -8% | -2% | 4% | 32% | -18% | -5% | ? | 0% | 0
- CC(=O)Nc1ccc(C(=O)COC(=O)c2c(C)noc2C)c(F)c1
 : -2% | . | -3% | . | 14% | -9% | 8% | . | -3
- O=C(CSc1nc2c([nH]c3ccccc32)c(=O)n1-c1ccc(F)cc1)Nc1ccc2c(c1)OCO2
 : -5%[60.1 µM] | -6% | -1% | -20% | 19% | 1% | . | -8% | 1
- Cc1ccc(S(=O)(=O)N2CC(O)C[C@H]2C(=O)OCC(=O)Nc2ccc(N3CCCCC3)cc2)cc1C (stereo partly specified)
 : -15% | . | -4% | . | -11% | -18% | -16% | . | 2
- N#Cc1cnn2ccc(-c3ccc4c(c3)CCC4)nc12
 : -11% | -1% | 3% | 22% | 4% | -3% | -1% | 107%[activator] | 0
- CCCCNc1c(-c2ccc(OC)c(SC(C)CC)c2)nc2ccc(Cl)cn12 (stereo unspecified)
 : 3% | . | 0% | . | 8% | -20% | 28% | . | 6
- c1ccc(N2CC[N+]3(CCCC3)CC2)nc1
 : -7% | -6% | -4% | 21% | -12% | 11% | 2% | -1% | -3
- CC(C)(CO)NC(=O)C(Cc1ccccc1)N1C(=O)c2ccccc2C1=O (stereo unspecified)
 : -10% | -4% | -3% | 3% | -26% | -4% | 4% | -5% | -6
- O=C(CC1N=C2c3ccccc3N=C(SCc3cccc(Cl)c3)N2C1=O)NC1CCCCC1 (stereo unspecified)
 : 2%[60.1 µM] | 0% | -4% | -6% | -5% | 11% | . | -1% | -3
- CCOC(=O)c1c(C)c(C(=O)NCc2cccnc2)c(C)n1C
 : 0% | -1% | -1% | 10% | 4% | -11% | -3% | -7% | -3
- Cc1sc2ncnc(SCC#N)c2c1C
 : -9% | -9% | -3% | 10% | -7% | -1% | ? | -8% | 9

Looked up above.
CC(C)(CO)NC(=O)C(Cc1ccccc1)N1C(=O)c2ccccc2C1=O (stereo unspecified) in POLB inh → 3%
Cc1ccc(S(=O)(=O)N2CC(O)C[C@H]2C(=O)OCC(=O)Nc2ccc(N3CCCCC3)cc2)cc1C (stereo partly specified) in Pol kappa inh → -15%
CCSc1ccccc1C(=O)N1CCN(c2nc3ccccc3s2)CC1 in Pol kappa inh → -13%[60.1 µM]
c1ccc(N2CC[N+]3(CCCC3)CC2)nc1 in BLM inh → -6%

(listing goes on)
Results follow in this order: Pol kappa inh | BLM inh | GRP78 ERSR act | POLB inh | Pol iota inh | Pol eta inh | APE1 inh | Anesthetic bind | LDHA inh
- COc1ccc(CCNC(=O)C2CC2)cc1OC
 : -8%[60.1 µM] | -1% | -3% | -18% | 9% | 0% | 0% | -9% | -5
- Cc1nc2nc(SCC(=O)NC3CCC(C)CC3)nn2c(C)c1Cc1ccccc1Cl (stereo unspecified)
 : -9%[60.1 µM] | -10% | 1% | -1% | -10% | 11% | . | ? | 2
- COc1cccc(CNC(=O)CCn2cccn2)c1
 : 0% | -1% | -3% | 1% | 22% | 0% | . | -7% | -10
- C=CCn1c(-c2ccccc2)c[nH]c1=S
 : -4% | -1% | 11% | 4% | -14% | 1% | 5% | -8% | -6
- O=C(Nc1ccccn1)c1cc(-c2cccc(Cl)c2)nc2ccccc12
 : -2% | -19% | 1% | -6% | 32%[activator] | -3% | 4% | -13% | -7
- Cn1nnnc1SCC(=O)N1CCN(S(=O)(=O)c2ccc(Cl)cc2)CC1
 : 12% | -1% | -1% | 2% | 1% | -11% | -3% | -9% | 1
- COc1ccc(Oc2ccc(-c3ccn[nH]3)cc2)cc1
 : -1% | -3% | 1% | -19% | 109%[activator] | -22% | 6% | 6% | 7
- CCCCn1c(N)c(N(CC(C)C)C(=O)c2ccc(Cl)c(S(=O)(=O)N3CCCC3)c2)c(=O)[nH]c1=O
 : -14% | . | -6% | . | -1% | -9% | 3% | . | -6
- COc1ccc(Cc2c3cc(OC)c(OC)cc3cc[n+]2C)cc1OC
 : ? | 6% | 0% | 0% | 54%[activator] | 8% | 12% | 2% | -11
- Cc1ccc(S(=O)(=O)NCCC(=O)OCC(=O)N2CCCC2=O)cc1C
 : -4% | . | -3% | . | 4% | -17% | 22% | . | -3
- CCc1ccc(NC(=O)CCn2nc(-c3ccccc3OC)c3c(C)cc(C)nc32)cc1
 : -14% | -12% | -3% | ? | 11% | -15% | . | -4% | 3
- Cc1ccc2nc(-c3cccs3)c(Nc3ccc4c(c3)OCCO4)n2c1
 : 16% | -2% | 2% | 2% | 18% | -13% | . | -4% | 3
- Cc1ccc(NC(=O)CCCNC(=O)c2ccc(Cl)cc2)c(Br)c1
 : -4% | -5% | -2% | 23% | 135%[activator] | -2% | -1% | -8% | 2
- CCN(CC)S(=O)(=O)c1ccc(N(C)CCc2ccc(OC)c(OC)c2)nc1
 : 2% | 2% | -4% | -3% | 102%[activator] | -21% | 16% | -8% | 0
- Cc1cccc(OCC(O)CN2C(C)(C)CC(O)CC2(C)C)c1C (stereo unspecified)
 : -2% | 0% | -4% | -22% | 16% | -11% | -1% | 10% | -6

Some entries already given, limited to Pol iota inh, LDHA inh and BLM inh:
| structure | Pol iota inh | LDHA inh | BLM inh |
| --- | --- | --- | --- |
| COc1ccc(CCNC(=O)C2CC2)cc1OC | 9% | -5 | -1% |
| Cc1ccc(S(=O)(=O)NCCC(=O)OCC(=O)N2CCCC2=O)cc1C | 4% | -3 | . |
| Cc1ccc2nc(-c3cccs3)c(Nc3ccc4c(c3)OCCO4)n2c1 | 18% | 3 | -2% |
| COc1cccc(CNC(=O)CCn2cccn2)c1 | 22% | -10 | -1% |
| CCCCn1c(N)c(N(CC(C)C)C(=O)c2ccc(Cl)c(S(=O)(=O)N3CCCC3)c2)c(=O)[nH]c1=O | -1% | -6 | . |
